# Assay outcomes as filed in PubChem BioAssay.
# S3 lipid droplet = qHTS Assay for Lipid Storage Modulators in Drosophila S3 Cells; actives 0.64% (n = 320,000); Drosophila S3 cells, BODIPY lipid droplet fluorescence, 18-24 h; cells fed with added oleic acid; lipid storage change, negative = inhibition, % at the top dose, mostly 46.1 µM; hits show Potency in µM; active = well fitted inhibition curve with a large enough effect in the signal ratio, with a control signal flat, not every such curve was filed as active; inconclusive = small, poorly fitted or top-dose-only effect, or effect the other way, or a change in a side signal; the % refers to the signal ratio
#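 Drosophila S3 cells loaded with oleic acid (400 uM, as added) and compounds at several concentrations; lipid droplets imaged by 488-nm laser-scanning cytometry, 500–530 nm intensity and object ratio to cell channel. Percent activity normalized to 20 uM Triacsin C.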
# S3 lipid droplet cell count max = second read-out of S3 lipid droplet, no call of its own (marks repeat the call); cell number change, %; measured here: cell count max response;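 cells counted by Cell Tracker Red CMTPX staining in the red channel; peak over a dose series mostly up to 46.1 µM; percent activity relative to internal control wells on each plate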
# Numbers without * were called inactive; i = inactive; ? = inconclusive; · = not tested or not shown; [ ] = dose if it differs, or a comment. % is scaled to controls: 0 for no effect and ±100 for the full control effect; potency is read from the fitted curve at half-maximal effect. This is a subset. The share of hits here may be higher or lower than overall.
SMILES,S3 lipid droplet,S3 lipid droplet cell count max
Cn1nc(-c2ccc(N3CCN(CCO)CC3)c([N+](=O)[O-])c2)c2ccccc2c1=O,6%,-10
CC1=CC(=C(C#N)c2nc3ccccc3s2)C=C(C)N1c1ccc(F)cc1F,9%,-3
CCc1ccc(CN2CCC(n3nccc3NC(=O)c3cccc(F)c3)CC2)cc1,?,·
Cc1ccc(NC(=O)c2ccc(Cl)c(S(=O)(=O)NCC3CCCO3)c2)c(O)c1 (configuration not stated),?,·
C=CCNC(=O)c1c(CS(=O)(=O)c2ccccc2)noc1C(=O)NCc1ccccc1,?,·
Cc1c(C)n2c(SCC(=O)N3CCCC3)nnc2[nH]c1=O,?,·
CCOC(=O)c1cc(S(=O)(=O)N2CCN(Cc3ccccc3)CC2)cn1C,?,·
O=C(Nc1nnc(CCN2CCCCC2)s1)C1CCCCC1,?,·
O=C(NCc1ccco1)c1cc(-c2cccc(Cl)c2)on1,i,-15
Cc1cc2c(cc1S(=O)(=O)CCC(=O)NCc1ccccc1)OCC(=O)N2,24%,4
CNC(=O)C(C)Sc1ccc(S(=O)(=O)N2CCOCC2)cn1 (configuration not stated),?,·
O=C(CSc1ncnc2c1oc1ccccc12)OCc1ccccc1,16%,25
O=C(OCc1cccc2ccccc12)C1CC(=O)N(c2ccccc2)C1 (configuration not stated),?,·
COCc1cc(N2CCOCC2)nc(SCc2ccc(Cl)cc2)n1,?,·
COc1ccc(C(=S)N2CCOCC2)cc1OC(=O)c1ccc([N+](=O)[O-])cc1,?,·
COCCC(=O)N1CCC(Oc2ccc(C(=O)N3CCCCC3COC)cc2)CC1 (configuration not stated),21%,·
CC(=O)CCCCn1cnc2c1c(=O)n(C)c(=O)n2C,-1%,1
COc1ccc(C2C=C(C34CC5CC(CC(C5)C3)C4)NC(=S)N2)cc1OC (configuration not stated),6%,-2
COc1cc(/C=N/NC(=O)c2cnccn2)cc(OC)c1OC,-4%,-5
O=C(COC(=O)CCSc1ccccc1Cl)NCc1ccco1,?,·
Cc1ccc(NC(=O)CN2C(=O)NC3(CCC(C)CC3)C2=O)c(Cl)c1 (configuration not stated),16%,-10
COc1ccc(CCN2C(=O)NC(NS(=O)(=O)c3ccc(N)cc3)(C(F)(F)F)C2=O)cc1OC (configuration not stated),9%,2
CCc1ccc(C(=O)c2oc3nc(C)cc(C)c3c2N)cc1,26µM*,-19*
CC(C)(C)SCCNC(=O)/C=C/c1ccc([N+](=O)[O-])cc1,?,·
COc1cc(C=Nc2cccc([N+](=O)[O-])c2C)ccc1OC(C)=O,?,·
CCCCOc1ccc(C(=O)N2CC(C)OC(C)C2)cc1 (configuration not stated),i,21
Cc1cccc(C)c1NC(=O)CSc1nnc(-c2ccoc2C)n1C,?,·
CCOC(=O)c1ccc(NC(=O)CCS(=O)(=O)c2ccc(Br)s2)cc1,i,4
COc1ccc(/C=C2\CCC(C3CCCC3)C2=O)cc1 (configuration not stated),?,·
CCOc1ccc(NC(=O)CC2C(=O)N(c3ccccc3)C(=O)N2Cc2ccco2)cc1 (configuration not stated),?,·

# Some of the entries so far, with two lines to a compound:
# Every second line gives: S3 lipid droplet, S3 lipid droplet cell count max
- COc1ccc(C2C=C(C34CC5CC(CC(C5)C3)C4)NC(=S)N2)cc1OC (configuration not stated)
→ 6%, -2
- COc1cc(/C=N/NC(=O)c2cnccn2)cc(OC)c1OC
→ -4%, -5
- O=C(COC(=O)CCSc1ccccc1Cl)NCc1ccco1
→ ?, ·
- Cc1ccc(NC(=O)CN2C(=O)NC3(CCC(C)CC3)C2=O)c(Cl)c1 (configuration not stated)
→ 16%, -10

# Structures listed so far that have four or more nitrogen atoms (eight):
SMILES,S3 lipid droplet,S3 lipid droplet cell count max
Cn1nc(-c2ccc(N3CCN(CCO)CC3)c([N+](=O)[O-])c2)c2ccccc2c1=O,6%,-10
CCc1ccc(CN2CCC(n3nccc3NC(=O)c3cccc(F)c3)CC2)cc1,?,·
Cc1c(C)n2c(SCC(=O)N3CCCC3)nnc2[nH]c1=O,?,·
O=C(Nc1nnc(CCN2CCCCC2)s1)C1CCCCC1,?,·
CC(=O)CCCCn1cnc2c1c(=O)n(C)c(=O)n2C,-1%,1
COc1cc(/C=N/NC(=O)c2cnccn2)cc(OC)c1OC,-4%,-5
COc1ccc(CCN2C(=O)NC(NS(=O)(=O)c3ccc(N)cc3)(C(F)(F)F)C2=O)cc1OC (configuration not stated),9%,2
Cc1cccc(C)c1NC(=O)CSc1nnc(-c2ccoc2C)n1C,?,·

# New compounds follow
SMILES,S3 lipid droplet,S3 lipid droplet cell count max
CCOc1ccc(CN2CCNC(=O)C2CC(=O)NC2CCCCCC2)cc1 (configuration not stated),?,·
Cc1cc(C)c(NC(=O)CN2CCN(C)CC2)c(C)c1,-5%,1
CCc1ccccc1NC(=O)Cn1nnc(C(=O)NCc2cccs2)c1N,?,·
COc1cc(/C=N/NC(=O)c2ccccc2)ccc1OS(=O)(=O)c1ccccc1,12%,8
Cc1ccc(S(=O)(=O)Nc2c(C)cc(C)nc2Cl)cc1,13%,5
Nc1ccccc1Nc1nc2ccccc2[nH]1,-14%,-5
O=C(Nc1cc([N+](=O)[O-])ccc1F)c1cccs1,?,·
COc1ccc(-n2c(O)c(C=Nc3ccccc3)c3ccccc3c2=O)cc1,-1%,7
CCSc1nnc(NC(=O)CSc2nnc(Cc3cccn3C)n2-c2ccc(F)cc2)s1,-1%,-7
COc1ccccc1C(=O)OCC(=O)Nc1ccccc1OC(F)F,?,·
COc1ccc(NC(=O)C(c2ccc(OC)cc2)N(Cc2ccco2)C(=O)CC2NC(=O)NC2=O)cc1 (configuration not stated),2%,8
COc1ccc(C(=O)N/C(=C\c2ccco2)C(=O)NCCN2CCOCC2)cc1,i,0
CC(=O)Nc1ccc(NC(=O)CSc2nnc3ccc(-c4cccnc4)nn23)cc1,-41%[0.0737 µM],7
CN(C)c1cccc(C(=O)N2CCCC(C(=O)c3cc(F)ccc3F)C2)c1 (configuration not stated),?,·
CCc1ccc(CN(C(=O)c2cccs2)C2CCS(=O)(=O)C2)cc1 (configuration not stated),-12%,-13
O=C(CN(CC1CCCO1)C(=O)CCC(=O)Nc1ccccn1)NCc1ccccc1 (configuration not stated),i,14
O=C(COC(=O)COc1cccc2ccccc12)NCC(F)(F)F,7%,·
CCCCN(C(=O)/C=C/c1ccco1)c1c(N)n(CC(C)C)c(=O)[nH]c1=O,?,·
Cc1cccc(N2C(=O)c3ccc(C(=O)Nc4ccccn4)cc3C2=O)c1,?,·
O=[N+]([O-])c1cc2c(cc1/C=N/n1cnnc1)OCO2,-5%,-1
O=C(O/N=C1\CCCc2ccccc21)C1CC1,?,·
C=CCN(CC=C)CC(O)CN(c1cc([N+](=O)[O-])ccc1OC)S(=O)(=O)c1ccccc1 (configuration not stated),17%,11
COc1ccc(-c2noc(CN(C(=O)c3ccc(OC(C)=O)cc3)C(C)C)n2)cc1OC,?,·
CCCN(CC1COc2ccccc2O1)C(=S)Nc1ccc(C)cc1 (configuration not stated),8%,4
CCc1ccc(Nc2nc(C)cc(C)c2C(N)=O)cc1,18%,8
CC(NC(=O)COC(=O)C1CCC1)c1ccccc1 (configuration not stated),?,·
Cc1c(NS(=O)(=O)c2ccc(N)cc2)c(=O)n(-c2ccccc2)n1C,?,·
O=C(Cn1nnc2ccccc21)c1cccc([N+](=O)[O-])c1,?,·
COc1ccc(CCCC(=O)Nc2ccccc2F)cc1,10%,20
O=C(O)c1cn(-c2ccc(F)cc2)c2cc(Cl)c(F)cc2c1=O,?,·
CCCCc1ccc(-c2ccc(Br)cc2O)nc1,?,·
N#Cc1nc(-c2ccc(F)cc2)oc1NCc1cccc2c1OCO2,?,·
O=C(C1CCC(C(=O)N2CCCCC2)CC1)N1CCCCC1 (configuration not stated),?,·
CCOc1ccc(CN2CCN(Cc3cccn3-c3ncccn3)CC2CCO)cc1 (configuration not stated),4%,1
Cc1cccnc1NC1CCCCC1,?,·
CCOC(=O)c1c(C)c2c(n1C)CCC/C2=N\O,?,·
NC(=O)c1ccccc1NS(=O)(=O)c1ccc(F)cc1,7%,20
Cc1cc(OCC(=O)NNC(=S)NCC2CCCO2)cc(C)c1Cl (configuration not stated),i,-10
N#CC(C(=O)OC1CCCCC1)c1nc2ccccc2nc1N1CCOCC1 (configuration not stated),?,·
O=C(c1ccco1)N1CCN(C(=O)C2CC(c3ccc(Cl)cc3)=NO2)CC1 (configuration not stated),?,·
Cc1cc(C)c(C(=O)Nc2ccc(Br)c(C(F)(F)F)c2)c(C)c1,?,·
COc1ccccc1C(=O)OC1CCCN(C)C1 (configuration not stated),8%,10
COc1ccccc1CNS(=O)(=O)c1ccc2c(c1)N(C(C)=O)CC(C)S2 (configuration not stated),i,10
CCCOc1ccc(/C(O)=C2/C(=O)C(=O)N(CCCn3ccnc3)C2c2cccnc2)cc1 (configuration not stated),i,-15
CC1(C(=O)O)C=CC2(CCCCC2)N1C(=O)c1ccccc1 (configuration not stated),?,·
COc1cccc(-c2nnc(SCC(=O)N3CCOCC3)o2)c1,11%,1
CN(N)C(=S)Nc1ccc(F)cc1,?,·
C=CCNC(=O)C1CC(=O)N(c2ccc(OCC(=O)NCc3ccccc3)cc2)C1 (configuration not stated),?,·
CCn1cc(C(=O)N[C@@H](C)C(=O)NCCCN2CCOCC2)c(=O)c2cc3c(cc21)OCO3,i,0
Cc1nn(-c2ccc(N3CCOCC3)nn2)c(C)c1CCC(=O)NCc1ccccc1F,?,·
O=C(NC(=O)c1cnccc1C(F)(F)F)Nc1ccccc1,3%,-4
COc1cc(Nc2cc(C)nc3ncnn23)cc(OC)c1,i,·
Cc1ccc(NC(=O)c2cc(N3C(=O)CCC3=O)ccc2N2CCCCC2)cc1,19%,5
CCNC(=O)/C(C#N)=C/c1c(N2CCN(c3ccccc3)CC2)nc2ccccn2c1=O,?,·
CCOc1ccc(C(=O)Nc2ccc(N3CCN(C)CC3)cc2)cc1[N+](=O)[O-],?,·
O=C1CCC/C(=N/NC(=O)c2ccc(CN3c4cccc5cccc(c45)S3(=O)=O)cc2)C1,?,·
Cc1nnn(C23CC4CC(CC(CC(=O)Nc5ccc(C)c(Cl)c5)(C4)C2)C3)n1,?,·
O=C(CN1CCN(C(=O)c2ccccc2)CC1)Nc1cccc(S(=O)(=O)N2CCCC2)c1,?,·
N#CN1CCC(NS(=O)(=O)c2ccc(C(F)(F)F)cc2)C1 (configuration not stated),5%,-9
Fc1ccc(NC(=S)Nc2ccc(Br)cc2)cc1,?,·
# (list continues)
SMILES,S3 lipid droplet,S3 lipid droplet cell count max
O=C(C1CCCN1C(=O)c1cccs1)N1CCN(Cc2ccc3c(c2)OCO3)CC1 (configuration not stated),?,·
O=C(O)c1ccccc1SC1CC(=O)N(C2CCCCC2)C1=O (configuration not stated),-4%,-10
Cc1ccc(C)c(S(=O)(=O)N/N=C/c2ccc(N3CCOCC3)cc2)c1,-14%,14
COc1ccc(C(O)P(=O)(OC(C)C)c2ccc(N(C)C)cc2)c(OC)c1 (configuration not stated),-1%,7
CCC1(C(=O)c2ccccc2)C(c2ccc([N+](=O)[O-])cc2)C1(C(=O)OC)C(=O)OC (configuration not stated),?,·
Cc1ccccc1C(=O)NCC(=O)OC(C)C(=O)NCc1ccco1 (configuration not stated),?,·
COc1ccc(CN(CC2CCC(C(=O)O)CC2)C(=S)Nc2cc(C)cc(C)c2)cc1 (configuration not stated),6%,-2
Cc1nn(C(C)C(=O)N2CCCC2)c(=O)c2nn(-c3ccccc3)c(C)c12 (configuration not stated),?,·
O=C(C1=C[C@@H](c2coc3ccccc3c2=O)C[C@@H](OCc2ccc(CO)cc2)O1)N1CCN(Cc2ccccc2)CC1,0%,21
Cc1ccc2c(Cl)cc(Cl)c(OCC(=O)O)c2n1,-19%,-6
CCOc1ccccc1NC(=O)CSc1n[nH]c(N)n1,7%,14
O=C(NCc1ccco1)C(c1ccc(F)cc1)N(CC1CCCO1)C(=O)Cn1nnc2ccccc21 (configuration not stated),i,-19
CN(C)S(=O)(=O)c1cccc(NC(=O)COC(=O)c2ccc3c(c2)OCO3)c1,?,·
CNC(=O)c1c[nH]c2ccc(S(=O)(=O)Nc3ccccc3F)cc2c1=O,i,-21
Oc1ccc(-c2nc(-c3ccc(F)cc3)c(-c3ccncc3)[nH]2)cc1,?,·
CCOC(=O)C1CCN(C(=O)CC2C(=O)N(Cc3ccccc3)C(C)c3nc4ccccc4n32)CC1 (configuration not stated),?,·
Nc1cc(N)nc(SCCN2CCCCC2)n1,0.018µM*,3.2*
CC1=C(C(=O)Nc2ccccc2C)C(c2ccc(C)o2)n2c(s/c(=C/c3ccccc3)c2=O)=N1 (configuration not stated),?,·
